cardiac RTF act = cardiac RTF calcium sensitization; P19429+P45379; IANBD-labeled TnC RTF fluorescence at EC20 calcium; 0% EC20 calcium, 100% full calcium; AID 493008; hit rate 0.24% among 340,000; activation, % at 7.2 µM;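 active = activation above the mean over all tested compounds plus 3 SD, cut at about 30% in these data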;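 also: rise in fluorescence read as greater calcium sensitivity of cardiac thin filaments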
CDK5 inh = inhibitors of human CDK5/p35 kinase. inhibition, % at 10 µM. AID 488839. Recombinant CDK5/p35, ADP-Glo luminescence, 60 min. Q00535+Q15078. hit rate 0.01% among 330,000;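 active = highest replicate inhibition of at least 50% and at least 75% of replicates reaching 50%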;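 also: plate controls were DMSO neutral control for no effect and GW8510 at 10 µM for full effect; many of its hits are not listed in these tables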
Keap1-Nrf2 PPI = inhibitors of human Keap1-Nrf2 protein-protein interaction; inhibition, % at 9.4 µM; Q14145; Keap1 Kelch-Nrf2 peptide fluorescence polarization, 1536-well; hit rate 0.15% among 340,000; in the data active = inhibition above about 12%;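 also: human Keap1 Kelch domain with fluorescein labeled Nrf2 9mer peptide probe; 0% = neutral control wells and 100% = peptide positive control; higher means more block of Keap1 binding to Nrf2 peptide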
Target sequence (Q14145 whole entry, looked up, the tested form may be a part): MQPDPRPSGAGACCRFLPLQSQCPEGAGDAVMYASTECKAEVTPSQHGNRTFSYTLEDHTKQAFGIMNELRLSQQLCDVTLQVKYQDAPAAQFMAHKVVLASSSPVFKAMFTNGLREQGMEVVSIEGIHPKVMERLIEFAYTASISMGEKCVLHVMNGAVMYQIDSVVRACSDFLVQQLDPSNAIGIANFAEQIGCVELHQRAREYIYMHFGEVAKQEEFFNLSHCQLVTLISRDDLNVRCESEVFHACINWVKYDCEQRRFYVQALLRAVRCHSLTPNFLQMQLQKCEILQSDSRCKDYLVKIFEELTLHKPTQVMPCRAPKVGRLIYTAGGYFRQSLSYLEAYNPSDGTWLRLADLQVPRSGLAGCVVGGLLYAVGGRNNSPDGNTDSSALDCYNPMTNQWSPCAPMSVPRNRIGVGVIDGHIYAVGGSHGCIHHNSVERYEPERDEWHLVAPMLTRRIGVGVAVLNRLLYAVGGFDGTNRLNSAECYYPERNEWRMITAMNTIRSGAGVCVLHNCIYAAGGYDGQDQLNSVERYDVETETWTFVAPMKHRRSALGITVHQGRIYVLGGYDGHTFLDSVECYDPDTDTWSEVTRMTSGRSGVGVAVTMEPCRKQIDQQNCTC
NSD2 HMT inh = inhibitors of human histone methyltransferase NSD2; O96028; NSD2 peptide methylation, AlphaScreen, 120 min; inhibition, % at 12.5 µM; hit rate 0.54% among 310,000; in the data active = inhibition above about 50%
Rtt109 HAT inh = blocks Candida albicans Rtt109/Vps75 acetyltransferase activity; purified Rtt109/Vps75, ThioGlo CoA-SH fluorescence, 4 h; inhibition, % at 34.9 µM; hit rate 0.16% among 330,000;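 active = inhibition of at least 50% in every replicate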
PvdQ inh = blocks Pseudomonas aeruginosa PvdQ acylase activity | purified PvdQ acylase, fluorescence plate reader | inhibition, % at 10 µM | hit rate 0.063% among 340,000; in the data active = inhibition above about 30%, passing the limit was not always enough;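 also: 0% = vehicle neutral wells and 100% = reference inhibitor wells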
dFosB activator = enhances mouse delta FosB homodimer DNA binding. P13346. purified delta FosB, TAMRA-CDK5 oligo fluorescence polarization; percent of positive-control signal above neutral wells. activation, % at 25 µM. hit rate 0.99% among 340,000;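 active = mean activation above about 17%, with every replicate also reaching it, limit read from the data, passing the limit was not always enough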;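 also: fluorescence polarization rise as delta FosB binds a TAMRA Cdk5 AP-1 oligo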
Target sequence (P13346 whole entry, looked up): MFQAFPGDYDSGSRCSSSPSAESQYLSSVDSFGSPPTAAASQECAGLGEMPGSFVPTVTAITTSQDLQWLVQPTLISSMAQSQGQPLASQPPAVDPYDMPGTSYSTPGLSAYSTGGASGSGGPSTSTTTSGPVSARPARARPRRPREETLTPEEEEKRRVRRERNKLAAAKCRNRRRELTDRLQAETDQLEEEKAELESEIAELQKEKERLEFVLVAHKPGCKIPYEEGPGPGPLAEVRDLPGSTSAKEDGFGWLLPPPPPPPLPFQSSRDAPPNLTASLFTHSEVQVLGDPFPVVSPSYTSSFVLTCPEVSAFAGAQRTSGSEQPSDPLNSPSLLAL
Cardiac RTF inh = cardiac RTF calcium desensitization; hit rate 0.12% among 340,000; IANBD-labeled cardiac RTF, Ca2+ fluorescence; inhibition, % at 7.15 µM;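 active = inhibition above the mean inhibition of all tested compounds plus 3 SD, cut at about 17% in these data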;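 also: assay run at fixed EC70 calcium of 1.6 mM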
PfHsp90 set2 = growth inhibition of yeast expressing Plasmodium Hsp90; hit rate 0.32% among 310,000; S. cerevisiae expressing PfHsp90, BacTiter-Glo ATP, 48 h; yeast lacking PDR1 and PDR3 efflux regulators; AID 504621; inhibition, % at 9.4 µM;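 active = every replicate shows inhibition above about 80%, whatever the replicate mean, limit read from the data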;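 also: 0% = DMSO neutral controls and 100% = 20 µM radicicol positive controls; yeast relying on Plasmodium falciparum Hsp90 in place of its own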
LANA DNA inh = inhibitors of KSHV LANA C-terminal domain DNA binding | inhibition, % at 9 µM | MBP-C-LANA/FAM-LBS DNA binding, fluorescence polarization | hit rate 0.078% among 340,000 | AID 504423;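 active = highest replicate inhibition at or above 60% at 9 µM, even if other replicates fall short; inactive = all replicates below 60% inhibition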;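 also: 0% = neutral control wells and 100% = 4 µM acridine orange control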
Mot1-301 SUMO = blocks SUMOylation pathway, rescuing yeast Mot1-301 growth | S. cerevisiae Mot1-301 growth rescue, ATP luminescence, 38.5C; percent above DMSO median, 100 means doubled | growth rescue, % at 18.8 µM | hit rate 1% among 320,000;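 active = every valid replicate shows activation above 250% relative to neutral control wells; inactive = the rest, any valid replicate at or below 250%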;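 also: OY570 slx delta 5 strain wells were the positive control but not used for scaling; some compounds called inactive have numbers as strong as hits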
* hit, by the source's call; · = not tested or not shown.

SMILES	cardiac RTF act	CDK5 inh	Keap1-Nrf2 PPI	NSD2 HMT inh	Rtt109 HAT inh	PvdQ inh	dFosB activator	Cardiac RTF inh	PfHsp90 set2	LANA DNA inh	Mot1-301 SUMO
Cc1noc(C)c1S(=O)(=O)Nc1ccc2c(c1)C(=O)N([C@H](C)CO)C[C@H](C)[C@@H](CN(C)S(=O)(=O)c1ccccc1)O2	-4	0.2	-4	·	9	-1	-7	-4	15	0.1	8
CCC1=NN2C(=N)/C(=C\c3cccn3-c3c(C)cccc3C)C(=O)N=C2S1	0	-4.0	-10	9	·	-10	-18	7	-66	-1.1	-5
O=C(NCCN1CCOCC1)c1ccc2c(c1)N(Cc1ccccc1F)C(=O)c1ccccc1S2	-2	1.8	2	·	8	-4	-10	7	14	-1.4	217
Cc1ccc(S(=O)(=O)NC(CC(=O)NCC2CCCO2)c2ccco2)cc1 (centres undefined)	-4	-0.2	2	1	-5	0	-3	3	6	0.2	-9
Cc1cc(-c2ccc(C)c(S(=O)(=O)N3CCN(c4ccc(F)cc4)CC3)c2)on1	-4	1.1	1	-2	3	-7	-3	5	4	2.8	262
CN(CC(O)COCc1ccccc1F)C1CCCCC1 (centres undefined)	7	-5.5	-5	-3	1	-3	-3	-15	-16	-11	16
CCNC(=O)c1ccccc1CCc1ccccc1	7	2.8	-4	-2	1	-7	-1	-6	·	0.1	4
COc1ccc(NC(=O)C2CCCN(C(=O)Nc3ccc(F)cc3)C2)cc1OC (centres undefined)	-2	-2.8	-2	-1	3	2	-3	1	0	-0.1	9
COc1ccc2c(CC(=O)NNC(=O)c3ccc(O)cc3)coc2c1	0	-0.7	-2	2	0	-17	-1	1	-6	-2.4	7
Cc1noc(C)c1CSc1nc2[nH]ncc2c(=O)n1-c1ccccc1	-2	-0.5	-4	2	5	-9	-2	-4	-4	-0.7	-6
Cc1cc(N2CCN(C)CC2)nc2ccc(NC(=S)NCCCN3CCc4ccccc4C3)cc12	1	-0.6	-4	·	24	-8	31*	7	-54	-2.4	-5
O=S(=O)(/N=C(/Nc1cccc2ccccc12)c1ccccc1)c1cccs1	4	1.3	-5	1	3	-16	-9	0	-7	-0.4	13
C=CCNc1nc(N2CCOCC2)nc(N2CCOCC2)n1	-3	-1.2	0	0	-3	-19	-6	-8	7	-0.9	-22
COc1cccc(C(=O)Nc2cc(-c3cn4cccnc4n3)ccc2C)c1	7	1.8	-6	-3	-30	-8	-13	-9	5	-1.9	-3
Cn1nc(C(=O)N2CCc3ccccc32)c2ccccc2c1=O	4	0.8	1	-2	-2	-3	4	6	1	3.0	-6
CN(CC(O)COc1ccc(S(=O)(=O)N2CCOCC2)cc1Cl)C1CCCCC1 (centres undefined)	0	0.0	5	0	17	-11	-9	-1	-12	10	36
CC(CCc1ccccc1)NC(=O)C(=O)N1CCOCC1 (centres undefined)	2	-1.7	-3	-2	8	-13	9	-9	8	1.5	-11
Cc1ccc(N2C(=O)c3cccc4cccc(c34)C2=O)cc1	4	0.1	-2	-2	4	7	0	5	-25	-0.3	-10
O=C(CN1CCN(S(=O)(=O)c2ccccc2)CC1)Nc1ccccc1C(=O)c1ccccc1	-1	1.0	5	3	2	-6	1	-3	6	2.2	-3
COc1ccc(C(=O)NCC(=O)NCC(=O)OCC(=O)c2ccc(C)cc2)cc1	-3	0.8	-2	2	1	-5	-7	-4	-13	1.8	-6
O=C1Nc2ccccc2C1=Nc1ccccc1-c1ccccc1	-2	1.1	1	·	5	-21	-18	-14	-9	-1.1	·
CCN(c1ccccc1)S(=O)(=O)c1ccc(C(=O)Nc2ccccn2)cc1	3	-1.1	-2	2	2	-6	-16	-14	·	0.4	-9
O=C(CN(Cc1ccc(Cl)cc1)C(=O)CNS(=O)(=O)c1ccccc1)NCC1CCCO1 (centres undefined)	7	-2.5	-7	-2	-11	-12	-10	-14	-24	-1.2	8
Cc1cccc(NC(=O)CCN2CCCCC2)c1	0	1.3	32*	66*	-3	-15	3	-2	27	16	-1
COc1ccc(C(=O)c2c3ccc(OC)cc3[n+]([O-])n2CCCC(N)=O)cc1	0	0.3	-3	·	1	-2	-7	-2	-2	3.0	-2

An excerpt from above in order of the dFosB activator value, descending.
mol,dFosB activator
Cc1noc(C)c1S(=O)(=O)Nc1ccc2c(c1)C(=O)N([C@H](C)CO)C[C@H](C)[C@@H](CN(C)S(=O)(=O)c1ccccc1)O2,-7
CN(CC(O)COc1ccc(S(=O)(=O)N2CCOCC2)cc1Cl)C1CCCCC1 (centres undefined),-9
O=C(NCCN1CCOCC1)c1ccc2c(c1)N(Cc1ccccc1F)C(=O)c1ccccc1S2,-10

Following part.
SMILES	cardiac RTF act	CDK5 inh	Keap1-Nrf2 PPI	NSD2 HMT inh	Rtt109 HAT inh	PvdQ inh	dFosB activator	Cardiac RTF inh	PfHsp90 set2	LANA DNA inh	Mot1-301 SUMO
CC1CCCCC1NC(=O)CCC(=O)N1CCOc2ccc(Cl)cc21 (centres undefined)	-2	0.1	-2	-3	-1	-3	-2	-1	-3	-1.2	-12
N#C/C(=C\c1ccc(Sc2ccccc2)o1)c1nc2ccccc2[nH]1	25	0.0	-4	0	6	5	-23	-11	7	8.6	95
Cc1ccccc1NNC(=O)C(=O)NNc1ccccc1C	-5	1.6	-3	2	-17	-10	2	-5	-20	0.1	-17
c1ccc2sc(NN=C3CCCCCC3)nc2c1	0	0.2	1	8	7	-2	0	-3	10	0.0	0
Cc1nc(SCCOc2ccccc2F)[nH]c(=O)c1Cc1ccccc1	4	-2.2	-1	-2	-18	-11	-9	-6	-18	-2.4	-2
COc1ccccc1NC(=O)Cn1nc(-c2ccc(Cl)cc2)c2ccccc2c1=O	-2	-1.1	0	-3	23	6	4	-7	-1	-1.2	6
Cc1cc(C)cc(NC(=S)N2CCC(NC(=O)C3CC3)CC2)c1	1	-0.3	-4	-9	19	2	0	12	7	1.2	-6
O=C(Nc1ccc(S(=O)(=O)Nc2ccnn2-c2ccccc2)cc1)C(F)(F)F	-2	-5.7	-5	22	-2	-24	1	0	-12	0.4	11
O=C(COC(=O)CCCSc1nc2ccccc2[nH]1)Nc1cccc(F)c1	3	1.3	0	0	9	14	-3	8	-13	0.3	386
O=C1NN=C(c2ccccc2)CC1c1c[nH]c2ccccc12 (centres undefined)	6	0.1	-3	3	-6	-14	-11	-10	6	-1.8	-2
Cc1cccc(OCC(=O)Nc2ccccc2-c2ccccc2)c1	-4	0.8	1	-5	-3	1	-2	8	-4	0.7	-4
COc1cccc(NC(=O)CN(C)C(C)C(=O)NC(C)c2ccc(Cl)cc2Cl)c1 (centres undefined)	-2	-0.8	-1	-1	-1	-11	-7	-8	0	-1.0	·
COc1cc(/C=C/C(C)=O)cc(OC)c1OC	1	-0.1	-1	1	-1	-8	7	-12	34	0.6	-17
COc1ccc(-c2nc(CN(CC3CCC(=O)N3)C(C)C)c(C)o2)c(C)c1C (centres undefined)	0	-1.8	0	-3	8	-17	-4	-8	-1	-0.1	-8
CCCc1nc2scc(-c3ccccc3)c2c(=O)n1N	1	-1.0	-3	-3	-1	-2	-17	-8	·	1.0	3
COc1ccc(OC)c(C2C/C(=N/O)C(C)C(c3cc(OC)ccc3OC)N2)c1 (centres undefined)	2	-0.5	-4	-1	2	-15	-7	-7	7	-0.6	·
Cc1onc(C(=O)NN)c1-c1csc(COc2ccc(Cl)cc2)n1	4	-0.9	-2	·	10	-3	-5	3	8	-0.9	-7
CC(C)Sc1nc2c([nH]1)c(=N)ncn2Cc1ccccc1	-4	-3.6	-1	-1	12	9	-4	2	16	1.2	-20
CCc1cc2ccc(C)cc2nc1SCC(=O)NNC(=O)c1ccco1	3	0.5	-5	2	-5	-17	-8	1	-14	0.8	-6
CCc1nnc(NC(=O)CSc2ncnc3scc(-c4ccc(C)cc4)c23)s1	7	0.0	-4	-2	-4	-14	7	-10	-13	1.6	·
S=C(NCC1CCCO1)N1CCN(c2cccc(Cl)c2)CC1 (centres undefined)	2	-0.3	-2	·	·	13	-9	2	-10	-0.5	671
Cc1cccc(-c2c3c(=O)n(C)c(=O)n(C)c3c3cccnn23)c1	6	-0.2	-6	-2	7	0	-23	-9	·	7.5	16
CCS(=O)(=O)N1CCN(CC2CC3C=CC2C3)CC1 (centres undefined)	-4	-0.5	-2	0	13	1	1	-1	·	-2.1	349*
O=C(Nc1ccc([N+](=O)[O-])cc1)C1(c2ccccc2)CCOCC1	-3	0.6	0	0	1	-1	-10	-3	-11	-2.0	-6
OC(CCCN1CCC(O)(c2ccc(Cl)cc2)CC1)c1ccc(F)cc1 (centres undefined)	0	-0.3	2	·	-4	-4	1	10	-1	0.2	56
CSCCC(=O)N1CCC(n2nccc2NC(=O)c2ccc3c(c2)OCO3)CC1	-4	-8.3	-2	-3	-2	-10	-1	-11	6	1.1	-12
CC(/C=N/NC(=O)Cc1cc(=O)[nH][nH]1)=C\c1ccccc1	3	0.5	-3	2	-3	7	-5	2	-5	1.6	-10
Cc1ccc(SCC2(O)CCN(C(=O)c3ccc(Cl)cc3)CC2)cc1	2	-0.1	2	-1	1	-19	-5	-9	2	-0.3	-22

By substructure: the entries above with an aryl thioether with sulfur outside any ring (eight)
SMILES	cardiac RTF act	CDK5 inh	Keap1-Nrf2 PPI	NSD2 HMT inh	Rtt109 HAT inh	PvdQ inh	dFosB activator	Cardiac RTF inh	PfHsp90 set2	LANA DNA inh	Mot1-301 SUMO
Cc1noc(C)c1CSc1nc2[nH]ncc2c(=O)n1-c1ccccc1	-2	-0.5	-4	2	5	-9	-2	-4	-4	-0.7	-6
N#C/C(=C\c1ccc(Sc2ccccc2)o1)c1nc2ccccc2[nH]1	25	0.0	-4	0	6	5	-23	-11	7	8.6	95
Cc1nc(SCCOc2ccccc2F)[nH]c(=O)c1Cc1ccccc1	4	-2.2	-1	-2	-18	-11	-9	-6	-18	-2.4	-2
O=C(COC(=O)CCCSc1nc2ccccc2[nH]1)Nc1cccc(F)c1	3	1.3	0	0	9	14	-3	8	-13	0.3	386
CC(C)Sc1nc2c([nH]1)c(=N)ncn2Cc1ccccc1	-4	-3.6	-1	-1	12	9	-4	2	16	1.2	-20
CCc1cc2ccc(C)cc2nc1SCC(=O)NNC(=O)c1ccco1	3	0.5	-5	2	-5	-17	-8	1	-14	0.8	-6
CCc1nnc(NC(=O)CSc2ncnc3scc(-c4ccc(C)cc4)c23)s1	7	0.0	-4	-2	-4	-14	7	-10	-13	1.6	·
Cc1ccc(SCC2(O)CCN(C(=O)c3ccc(Cl)cc3)CC2)cc1	2	-0.1	2	-1	1	-19	-5	-9	2	-0.3	-22
